Screening results from PubChem BioAssay.
IMPase inh – cell-permeable inhibitors of inositol monophosphatase (IMPase); P97697; CHO-M1 cells, IP1 accumulation, HTRF TR-FRET ratio; inhibition (IP1 accumulation), % at 46.1 µM; 120,000 tested, under 10 active; active = well fitted curve in the direction sought with a large enough effect in the signal ratio, not every such curve was filed as active; inconclusive = small, poorly fitted or top-dose-only effect, or a change in a side signal; inactive = no such curve, though single readings can be large or run the other way; the % refers to the signal ratio;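 note: cells stimulated with carbachol in lithium chloride buffer; plate controls were DMSO basal wells for no effect and reference inhibitor wells for full effect; higher means more IMPase inhibition seen as more IP1 and lower FRET ratio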
Target sequence (P97697 whole entry, looked up): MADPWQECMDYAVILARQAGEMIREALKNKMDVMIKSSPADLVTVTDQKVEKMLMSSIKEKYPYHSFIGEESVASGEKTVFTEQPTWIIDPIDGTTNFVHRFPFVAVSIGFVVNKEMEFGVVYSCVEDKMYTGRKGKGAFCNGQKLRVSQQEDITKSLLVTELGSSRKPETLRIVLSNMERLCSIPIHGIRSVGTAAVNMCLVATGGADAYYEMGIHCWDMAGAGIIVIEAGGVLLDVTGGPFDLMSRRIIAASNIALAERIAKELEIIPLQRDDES
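Cellular IMPase inhibition is scored as a rise in cytosolic IP1, detected by competitive TR-FRET between d2-labelled IP1 and a europium anti-IP1 antibody. M1-expressing CHO cells were stimulated with carbachol for 30 min at 37C, with lithium (50 mM LiCl) present in the buffer.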
ALOX15B inhib – blocks human 15-lipoxygenase 2 activity; Potency, µM (doses to about 57.1 µM), without a hit: top-dose activity change, negative = inhibition, usual class: inhibitors; purified 15hLO-2, xylenol orange hydroperoxide absorbance; O15296; AID 881; hit rate 0.56% among 110,000; note: potency is the fitted concentration of half-maximal effect; nearly all actives have a fitted effect of over 60% in size; many of its hits are not listed in these tables
Target sequence (O15296 whole entry, looked up): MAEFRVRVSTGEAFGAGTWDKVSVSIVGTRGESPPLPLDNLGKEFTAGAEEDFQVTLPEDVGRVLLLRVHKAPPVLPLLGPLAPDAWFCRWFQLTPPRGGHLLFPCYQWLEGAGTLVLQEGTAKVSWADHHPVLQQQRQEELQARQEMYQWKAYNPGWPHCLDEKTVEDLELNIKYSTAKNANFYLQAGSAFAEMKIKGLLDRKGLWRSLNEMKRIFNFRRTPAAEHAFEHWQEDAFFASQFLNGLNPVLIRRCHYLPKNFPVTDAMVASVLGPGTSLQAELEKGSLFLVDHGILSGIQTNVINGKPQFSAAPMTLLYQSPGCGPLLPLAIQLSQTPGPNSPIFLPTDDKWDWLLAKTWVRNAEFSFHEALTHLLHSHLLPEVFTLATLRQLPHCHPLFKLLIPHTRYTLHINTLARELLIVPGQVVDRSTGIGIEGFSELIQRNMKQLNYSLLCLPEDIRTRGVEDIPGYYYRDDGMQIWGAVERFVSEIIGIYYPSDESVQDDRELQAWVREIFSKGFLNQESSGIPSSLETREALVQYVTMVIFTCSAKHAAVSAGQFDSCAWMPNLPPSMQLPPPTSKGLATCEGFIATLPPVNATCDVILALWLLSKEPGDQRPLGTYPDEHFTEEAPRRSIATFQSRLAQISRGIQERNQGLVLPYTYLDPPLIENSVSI
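Read-out: hydroperoxide product oxidises ferrous iron, measured as xylenol orange complex via the 573-to-405 nm absorbance ratio after 30 min. Reaction: 50 nM enzyme, 15 min compound preincubation, 45 uM arachidonic acid, 90 min RT, Hepes pH 7.5 with Triton X-100.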
12-hLO inh – 12-hLO (ALOX12) enzyme inhibition; P18054; AID 1452; hit rate 0.12% among 150,000; Potency, µM (highest dose often 57.1 µM), without a hit: top-dose activity change, negative = inhibition, most hits filed as inhibitors; purified 12-hLO, xylenol orange hydroperoxide absorbance; note: potency is the fitted concentration of half-maximal effect; nearly all actives have a fitted effect of over 55% in size; many of its hits are not listed in these tables
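150 nM 12hLO, 25 mM Hepes pH 7.0 + 0.01% Triton X-100; cpd preinc 15 min RT; 40 uM arachidonic acid, 30 min RT; Fe-XO 30 min; A573/A405 ratio as read-out.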
PNC assembly inh – blocks assembly of the perinucleolar compartment; AID 2417; PC3M PTB-GFP, PNC prevalence imaging, 16 h; active compounds read low; hit rate 3.1% among 140,000; activity change (PNC), negative = inhibition, % at 10 µM;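 active = readout at or below -70, meaning at least 70% loss of cells showing the perinucleolar compartment, a nuclear body marking cancer cells; inconclusive = readout between -30 and a set limit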;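 note: plate controls were DMSO wells for no effect and camptothecin positive control wells for full effect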
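Compounds are pinned in duplicate onto adhered PC3M cells stably expressing GFP-tagged PTB and incubated 16 h at 37 C. Cells are then fixed, nuclei stained with Hoechst, and PNC-positive cells counted.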
* hit, by the source's call; ? = inconclusive; . = not tested or not shown; & = joins results of further samples; [ ] = dose if it differs, or a comment. Unless noted, calls come from the whole dose curve; as a rule, active = well fitted curve in the direction sought with a large enough effect; inconclusive = small, poorly fitted or top-dose-only effect, or another doubt; inactive = no such curve, though single readings can be large; an effect the other way counts as inactive or inconclusive. Unless noted, % is set by controls: 0 for no effect and ±100 for the full control effect. Rows were taken by chance. About 3.1% of those tested had a hit in this group.

SMILES	IMPase inh	ALOX15B inhib	12-hLO inh	PNC assembly inh
O=C(NC1CC2CCC(C1)N2Cc1nnnn1Cc1ccco1)NC12CC3CC(CC(C3)C1)C2 (stereo not drawn)	-2	14%	-5%	-23
COc1ccc(NC(=O)COC(=O)[C@@H]2CCCN2C(=O)c2cccs2)c(OC)c1	7	0%	?	19
O=C(Nc1nnc(-c2ccc(Cl)cc2)o1)c1ccccc1Br	3	10%	?	?
CCCOc1ccc(N2C(=O)CC(N3CCN(S(=O)(=O)c4ccccc4)CC3)C2=O)cc1 (stereo not drawn)	5	-8%	9%	3
O=C(OCCNC(=O)c1cc2ccccc2oc1=O)c1cccnc1	-1	5%	-3%	-2
COCCn1c(C)cc(C(=O)CSc2nc3ccccc3s2)c1C	.	.	2%	-8
O=C(Cc1cccs1)NCc1cccnc1	-3	-3%	-1%	18
O=S(=O)(NCCSc1nc2ccccc2o1)c1ccccc1	-7	1%	-7%	?
COC(=O)C1=C(C)Nc2nc(SCc3ccccc3)[nH]c(=O)c2C1c1cccs1 (stereo not drawn)	.	.	-1%	-11
Cc1ccc(N(C(C)C(=O)Nc2ccccc2C(=O)N2CCOCC2)S(C)(=O)=O)cc1C (stereo not drawn)	5	1%	-2%	?
Cc1ccccc1-n1nc(CSc2nc3ccccc3[nH]2)c(-c2ccccc2)c1N	6	.	0%	30
Cn1c(CNc2ccc(Cl)cc2)nnc1SCCN1CCCCC1	?	.	-2%	?
O=C(CN1CCCC1)N1c2ccccc2Sc2ccc(C(F)(F)F)cc21	22	.	10%	17
O=C(NNC(=O)C1CC2CCC1C2)c1sc2ccccc2c1Cl (stereo not drawn)	-13	.	-5%	-17
Cc1cccc(NC(=O)N2CCC(c3nc4ccccc4o3)CC2)c1	-1	-3%	-1%	?
CC(=O)Nc1cccc(Oc2ccc3c(c2)C(=O)N(CCC(=O)O)C3=O)c1	10	-7%	3%	-15
CC(C)(C)NS(=O)(=O)CC12CCC(CC1=O)C2(C)C (stereo not drawn)	-5	-1%	-1%	12
COc1ccc2cc(CN(Cc3cccnc3)Cc3nnnn3Cc3ccccc3)c(=O)[nH]c2c1	?	1%	-10%	-18
Cc1ccc(SCCC(=O)N/N=C/c2ccccc2O)cc1	-4	.	9%	5
CCC(=O)N=C1SC2CS(=O)(=O)CC2N1c1cccc(OC)c1 (stereo not drawn)	3	1%	9%	-21
CCOc1ccc(N(CC(N)=O)S(=O)(=O)c2ccc(F)cc2)cc1	-2	-1%	7%	-14
COc1ccc(NC(=O)Cc2c(F)cccc2Cl)c(OC)c1	.	.	3%	?
COc1ccc(CCNC(=O)c2nnn(CC(=O)Nc3ccccc3C)c2N)cc1OC	-3	-27%	-4%	?
CC(C)(C)C(=O)Oc1cc(N)n(S(=O)(=O)c2ccccc2)n1	1	5%	9%	22
CN(C)/C=N/C(=S)Nc1ccc(F)cc1	?	-8%	-6%	-28
CCCNC(=O)N1N=C(c2ccc(N)cc2)c2cc3c(cc2[C@H]1C)OCO3	1	8%	-2%	.
CCOC(=O)c1c(NC(=O)c2ccoc2C)sc(C(=O)N(C)C)c1C	0	-8%	-7%	-13
O=C(Nc1ccc2c(c1)Cc1ccccc1-2)[C@@H]1[C@H](C(=O)O)[C@]2(Cl)C(Cl)=C(Cl)[C@@]1(Cl)C2(Cl)Cl	.	-18%[11.4 µM]	-9%[11.4 µM]	.
CCOC(=O)N1CCC(NC(=O)CSc2cc(=O)n(C)c3ccccc23)CC1	?	-3%	0%	?
CCC(=O)Nc1nc(C)c(C(=O)NC2CCCCC2)s1	-11	.	-3%	?
CC1(c2ccc(Cl)cc2)NC(=O)N(CC(=O)NC(=O)NCc2ccco2)C1=O (stereo not drawn)	7	0%	-7%	-1
O=C1C2C3C=CC(C3)C2C(=O)N1CCc1ccccc1 (stereo not drawn)	-2	11%	1%	13
COc1ccc(C(=O)C[n+]2ccc3c(c2)nc(-c2ccc(OC)cc2OC)n3C)cc1	7	23%	6%	8
CCOC(=O)c1c(-c2ccccc2)oc2ccc(OCC)cc12	.	.	-6%	27
O=C(CSc1ccc(Cl)cc1)Nc1ccccc1N1CCN(C(=O)c2ccc(Cl)cc2)CC1	-14	.	-5%	20
Cc1cc(C(=O)N[C@H](c2ccccc2)[C@@]2(C)C[C@@H]2[C@@H](C)C(=O)Nc2ccc3ccccc3c2)n(C)n1	.	7%	-11%&-30%	49
COc1cc(C(=O)O/N=C2/C=CC(=O)C(C)=C2C)cc(OC)c1OC	?	-3%	-1%	3
CC(=O)Nc1ccc(NC(=O)C(C)OC(=O)CNC(=O)c2sc3ccccc3c2Cl)cc1 (stereo not drawn)	.	.	4%	19
O=C(CSc1nnc(Cc2cccs2)n1CCc1ccccc1)N1CCCc2ccccc21	1	-2%	-3%	?
Cc1ccccc1Cn1c([N+](=O)[O-])cnc1C	15	3%	1%	38
Cc1nn(Cc2ccc(Cl)cc2)c(C)c1NC(=O)/C=C/c1cnn(C)c1	.	.	1%	23
O[C@@H](c1cc(-c2ccccc2)nc2c1ccc1ccccc12)[C@@H]1CCCCN1	.	22%[11.4 µM]	-4%[11.4 µM]	.
C/C(=N\NS(=O)(=O)c1ccc(C)cc1)c1ccc(Br)s1	-5	-4%	-25%	24
C=CC[C@@H]1C=C[C@H](O/N=C/[C@@H](NS(=O)(=O)c2ccc(C)cc2)[C@H](C)/C=C/CC(=O)OC)[C@@H](CO)O1	.	.	-3%	65
CCCCn1c(=NC(=O)c2ccc3c(c2)OCO3)c(C#N)cc2c(=O)n3cccc(C)c3nc21	-4	-23%	-22%	0
COc1ccc(-c2c(NC(=O)c3ccco3)n(C)c3ccccc3c2=O)cc1	3	3%	0%	-8
O=S(=O)(c1ccc2oc3ccc(S(=O)(=O)N4CCCCC4)cc3c2c1)N1CCCCC1	4	2%	-5%	29
CC1(C)CC(=O)C2=C(C1)OC(N)=C(C#N)C2C#Cc1ccccc1 (stereo not drawn)	-4	-8%	-11%	-17
CCC1=C2CC[C@H]3C(=O)NC(=O)[C@H]3[C@H]2[C@@]2(Cc3ccccc3)C(=NCC3CC3)OC(=O)N2C1=O	.	3%	1%	.
O=C1NC(=O)C(CC(=O)N(c2ccccc2)C2(C(=O)NC3CCCC3)CCCCC2)N1 (stereo not drawn)	3	-4%	-4%	15

Molecules shown so far that have two or more sulfur atoms:
SMILES	IMPase inh	ALOX15B inhib	12-hLO inh	PNC assembly inh
COCCn1c(C)cc(C(=O)CSc2nc3ccccc3s2)c1C	.	.	2%	-8
O=S(=O)(NCCSc1nc2ccccc2o1)c1ccccc1	-7	1%	-7%	?
COC(=O)C1=C(C)Nc2nc(SCc3ccccc3)[nH]c(=O)c2C1c1cccs1 (stereo not drawn)	.	.	-1%	-11
CCC(=O)N=C1SC2CS(=O)(=O)CC2N1c1cccc(OC)c1 (stereo not drawn)	3	1%	9%	-21
O=C(CSc1nnc(Cc2cccs2)n1CCc1ccccc1)N1CCCc2ccccc21	1	-2%	-3%	?
C/C(=N\NS(=O)(=O)c1ccc(C)cc1)c1ccc(Br)s1	-5	-4%	-25%	24
O=S(=O)(c1ccc2oc3ccc(S(=O)(=O)N4CCCCC4)cc3c2c1)N1CCCCC1	4	2%	-5%	29

Later entries
SMILES	IMPase inh	ALOX15B inhib	12-hLO inh	PNC assembly inh
O=C(C#Cc1ccccc1)c1ccc([N+](=O)[O-])cc1	3	-5%	-19%	28
CCOc1ccc2nc(Cl)c(C3CC(c4ccccc4)=NN3C(=O)c3cccs3)cc2c1 (stereo not drawn)	.	.	1%	-2
COc1ccc(N(CC(=O)Nc2cc(C)on2)S(=O)(=O)c2cc(C)ccc2C)cc1	0	-2%	-13%	0
c1ccc(CNc2c3c(nc4ncnn24)CCCC3)nc1	-5	6%	0%	-6
COc1cc2c(cc1OC)C(Cc1ccc(O)cc1)N(C)CC2 (stereo not drawn)	.	.	-2%	?
CCCC(=O)Nc1ccccc1-c1nnn(CC(=O)Nc2ccc(OCC)cc2)n1	3	.	8%	-19
COc1ccc(OC(C)C(=O)N2CCOCC2)cc1 (stereo not drawn)	3	-3%	1%	-22
O=C1c2ccccc2C(Nc2ccc(-c3nc4ccccc4[nH]3)cc2)N1Cc1ccco1 (stereo not drawn)	11	3%	0%	2
CCC(=O)NNc1cc(=O)c2c(=O)n(C)c(=O)n(C)c2[nH]1	4	-9%	-1%	-10
O=c1c2c(nc3cc(-c4ccc(F)cc4)[nH]n13)CCCC2	0	-7%	-4%	-5
COc1ccc(Cc2nnc(NC(=O)Cn3cnc4c3c(=O)n(C)c(=O)n4C)s2)cc1	-7	.	1%	-3
Cc1ccc2cc(CN(C(=O)c3ccncc3)C(C)C)c(=O)[nH]c2c1	5	7%	-8%	?
O=C(N/N=C/c1sc(N2CCOCC2)nc1-c1ccccc1)c1ccccc1O	.	.	2%	21
COc1ccc(NC(=O)N2CC(C)OC(C)C2)cc1OC (stereo not drawn)	7	3%	-4%	24
C/C(CCN1CCCCc2nc(C)c(C)cc21)=N\O[C@@H](C)CN1CCCCc2nc(C)c(C)cc21	.	.	5%	?
c1ccc(CN2C3=NCCN3c3ccccc32)cc1	.	.	3%	-21
O=C(CN1C(=O)CSC1=O)Nc1ccc2c(c1)OCCO2	-6	5%	-5%	-10
CS(=O)(=O)N1CCN(c2ccc(C(=O)NC3C4CC5CC(C4)CC3C5)cc2[N+](=O)[O-])CC1 (stereo not drawn)	2	-5%	9%	21
Cc1onc(-c2c(F)cccc2Cl)c1C(=O)NC(=S)NCc1cccnc1	.	.	1%	?
Cc1cc(C)nc(NC(=O)COc2ccc(Cl)cc2)c1	.	-6%[11.4 µM]	0%[11.4 µM]	.
COC(=O)c1cn(NC(=O)c2cc(OC)cc(OC)c2)c(=O)c2ccccc12	3	-13%	-1%	1
COc1cc2c(cc1OC)C(C)N(C(=O)Cn1ncc3c1-c1ccccc1OC3)CC2 (stereo not drawn)	4	.	0%	32
Cc1csc(NC(=O)CSc2nc3ccccc3c(=O)[nH]2)n1	-11	-6%	-1%	-18
COc1cc(N)c(Cl)cc1NC(=O)c1ccccc1	8	2%	-1%	-9
Cc1ccc(S(=O)(=O)N(C)CCCC(=O)Nc2cccc3ccccc23)cc1	.	.	-6%	-13
CC(=O)Nc1sc(NC(=O)c2ccc(C)cc2)nc1-c1cccs1	.	.	-1%	?
C/C(CC(=O)Nc1cc(C)cc(C)c1)=N\NC(=O)c1ccccn1	4	.	0%	-13
COCC1C2CC[C@H]3C(OCc4ccc(OC)cc4)OC[C@]4(C)[C@H]3C2=C(CN4C(=O)OC(C)(C)C)[C@H](C)C1COC (stereo partly drawn)	.	12%	-15%	.
CCCNCC(O)Cn1c2ccccc2n2c(=O)cc(C)c(C#N)c12 (stereo not drawn)	17	.	4%	0
COc1ccc(-c2csc(NC(=O)COC(=O)c3ccco3)n2)cc1	.	.	-2%	15
COc1ccc(-c2ccc(SCC(=O)Nc3cc(C)on3)nn2)cc1OC	5	-8%	4%	-6
CCOc1ccc2nc(NC(=O)CS(=O)(=O)c3ccc(C)cc3)sc2c1	3	-2%	-6%	-8
CC(=O)NNC(=O)CCC(=O)Nc1ccccc1	1	-4%	5%	5
COc1cc(OC)cc(C(=O)NCCN2CCOCC2)c1	7[1.84 µM]	-4%[11.4 µM]	-1%	40
CCCn1nc2cc(C(=O)NCc3ccc(OC(F)(F)F)cc3)ccc2c1OCC	10[1.84 µM]	-9%[11.4 µM]	7%	?
COc1ccc(C)cc1NC(=O)COC(=O)c1ccc(OCc2ccc(Cl)cc2Cl)c(OC)c1	.	.	3%	?
CC(=O)c1cccc(N/C=C\c2nnnn2-c2ccc(F)cc2)c1	.	.	-2%	-7
Cc1cc(C)nc(N2N=C(C(C)(C)C)CC2=O)n1	6	2%	4%	18
CC1(C)CC(=O)c2sc(NC(=O)CCS(=O)(=O)c3ccccc3)nc2C1	-8	-2%	-3%	?
